PAFAH2 FP inh: PAFAH2 enzyme inhibitors, primary screen, biochemical, fluorescence polarization, human. recombinant PAFAH2, FP-rhodamine activity probe. inhibition, % at 3.39 µM. 0.99% of 340,000 active. AID 492956, 2010;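 active = inhibition above the mean over all tested compounds plus 3 SD, cut at about 30% in these data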;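 note: inhibitors block probe labeling of enzyme so polarization drops; 0% = enzyme with DMSO and 100% = wells lacking PAFAH2 protein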
PAFAH1B2 inh: PAFAH1B2 enzyme inhibitors, primary screen, biochemical, fluorescence polarization, human | Platelet-activating factor acetylhydrolase IB subunit alpha2 (Homo sapiens), P68402 | recombinant PAFAH1B2, FP-rhodamine activity probe | inhibition, % at 3.39 µM | 1.2% of 340,000 active | AID 492953, 2010;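 active = inhibition above the mean of all tested compounds plus 3 SD, cut at about 24% in these data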;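 note: 0% = enzyme with DMSO and 100% = wells lacking PAFAH1B2; many of its hits are not listed in these tables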
pPAFAH FP inh: pPAFAH enzyme inhibitors, primary screen, biochemical, fluorescence polarization, human; Platelet-activating factor acetylhydrolase (Homo sapiens), Q13093; recombinant pPAFAH, FP-rhodamine probe fluorescence polarization; inhibition, % at 3.39 µM; 1.5% of 330,000 active; AID 463082, 2010;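 active = inhibition above the mean inhibition across the screen plus 3 SD, cut at about 25% in these data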;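 note: inhibitors block binding of the rhodamine activity-based probe so polarization drops; 0% = enzyme with DMSO and 100% = wells lacking pPAFAH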
Target sequence (Q13093 whole entry, looked up): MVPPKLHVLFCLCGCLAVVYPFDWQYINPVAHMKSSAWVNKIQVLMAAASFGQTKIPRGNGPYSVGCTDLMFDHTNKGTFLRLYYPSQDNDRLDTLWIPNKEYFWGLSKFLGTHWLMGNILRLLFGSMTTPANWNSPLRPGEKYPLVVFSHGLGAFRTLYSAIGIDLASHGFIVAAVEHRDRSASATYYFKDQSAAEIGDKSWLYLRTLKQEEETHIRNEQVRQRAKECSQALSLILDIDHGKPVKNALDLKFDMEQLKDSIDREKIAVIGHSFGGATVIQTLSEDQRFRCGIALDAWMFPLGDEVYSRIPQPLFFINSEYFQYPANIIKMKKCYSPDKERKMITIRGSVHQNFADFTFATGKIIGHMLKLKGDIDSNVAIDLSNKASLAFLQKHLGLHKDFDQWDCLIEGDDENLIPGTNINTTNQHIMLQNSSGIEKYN
Fam108B counter: mouse Fam108B serine hydrolase inhibitors, primary screen, counter-screen for RBBP9 inhibitor project, biochemical, fluorescence polarization. recombinant Fam108B, FP-Rh probe fluorescence polarization. inhibition, % at 9.51 µM. 0.33% of 300,000 active;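 active = inhibition above the screen mean inhibition plus 3 SD, computed separately per campaign, cut at about 18% in these data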;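 note: inhibitors lower polarization as less probe binds the enzyme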
PAFAH1B3 FP inh: PAFAH1B3 enzyme inhibitors, primary screen, biochemical, fluorescence polarization, human. recombinant PAFAH1B3, FP-rhodamine probe. inhibition, % at 3.39 µM. 0.28% of 340,000 active;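 active = inhibition above the screen-wide average of all tested compounds plus 3 SD, cut at about 25% in these data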;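 note: 0% = enzyme with DMSO only and 100% = wells lacking PAFAH1B3 protein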
Target sequence (Q15102 whole entry, looked up): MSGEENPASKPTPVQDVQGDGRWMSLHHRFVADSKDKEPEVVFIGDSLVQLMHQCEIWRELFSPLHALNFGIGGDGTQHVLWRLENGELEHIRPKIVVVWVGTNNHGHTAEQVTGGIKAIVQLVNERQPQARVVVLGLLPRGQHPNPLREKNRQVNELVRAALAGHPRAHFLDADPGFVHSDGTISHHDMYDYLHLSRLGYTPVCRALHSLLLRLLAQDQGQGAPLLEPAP
PAD4 inh: human PAD4 inhibitors, primary screen, biochemical, fluorescence polarization, 1536-well format; AID 485272, 2010; 0.41% of 330,000 active; inhibition, % at 6.36 µM; recombinant PAD4, RCA probe fluorescence polarization;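 active = percent inhibition above a cutoff equal to the mean of all tested compounds plus 3 SD, cut at about 15% in these data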;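 note: 0% = PAD4 with RCA probe and DMSO and 100% = probe without PAD4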
GSTO1 inh: inhibitors of recombinant GSTO1, primary screen, counter-screen for RBBP9 inhibitor project, biochemical, fluorescence polarization | Glutathione S-transferase omega-1 (Homo sapiens), P78417 | AID 1974, 2009 | inhibition, % at 5.96 µM | activity-based probe fluorescence polarization | 1.1% of 300,000 active;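 active = inhibition above the campaign mean inhibition plus 3 SD, cut at about 35% in these data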;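 note: 0% = GSTO1-1 with DMSO and 100% = wells lacking GSTO1-1 enzyme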
PME-1 inh: PME-1 inhibitors via competitive probe labeling, primary screen, biochemical, fluorescence polarization, FP-Rh probe, HTS; inhibition, % at 5.9 µM; Protein phosphatase methylesterase 1 (Homo sapiens), Q9Y570; AID 2130, 2009; recombinant PME-1; 0.53% of 320,000 active;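 active = inhibition above the campaign mean of all compounds plus 3 SD, cut at about 26% in these data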;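 note: competitive labeling of PME-1 active site by serine hydrolase directed probe; 0% = PME-1 with DMSO and 100% = wells lacking PME-1 enzyme; inhibitors block probe labeling so polarization falls and inhibition rises; many of its hits are not listed in these tables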
Target sequence (Q9Y570 whole entry, looked up): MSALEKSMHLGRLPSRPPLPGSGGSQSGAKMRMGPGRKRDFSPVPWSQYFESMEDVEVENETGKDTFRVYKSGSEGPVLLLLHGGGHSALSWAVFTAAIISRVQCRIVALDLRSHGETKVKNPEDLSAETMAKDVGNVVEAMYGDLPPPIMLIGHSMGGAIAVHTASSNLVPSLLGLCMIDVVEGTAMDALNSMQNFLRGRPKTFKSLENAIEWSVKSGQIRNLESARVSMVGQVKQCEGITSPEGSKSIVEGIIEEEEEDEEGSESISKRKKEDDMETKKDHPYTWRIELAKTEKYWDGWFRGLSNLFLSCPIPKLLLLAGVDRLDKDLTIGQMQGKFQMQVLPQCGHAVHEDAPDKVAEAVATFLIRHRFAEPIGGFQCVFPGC
LYPLA1 counter: LYPLA1 inhibitors, primary screen, counter-screen for PME1 inhibitor project, biochemical, fluorescence polarization, FP-Rh probe ABPP. inhibition, % at 5.9 µM. Acyl-protein thioesterase 1 (Homo sapiens), O75608. AID 2174, 2009. recombinant LYPLA1. 0.16% of 320,000 active;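 active = inhibition above the mean of all tested compounds plus 3 SD, set per campaign, cut at about 14% in these data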;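 note: inhibitors block serine hydrolase probe labeling of LYPLA1 so polarization falls; 0% = enzyme with DMSO and 100% = wells lacking LYPLA1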
Active calls of the source: *; / = not tested or not shown. An excerpt (hit frequency here may not be typical).

SMILES	PAFAH2 FP inh	PAFAH1B2 inh	pPAFAH FP inh	Fam108B counter	PAFAH1B3 FP inh	PAD4 inh	GSTO1 inh	PME-1 inh	LYPLA1 counter
COC(=O)CCCCCCCCC(O)CN1CCCCC1 (stereo not drawn)	1	2	3	2	4	1	5	-6	4
CC(C)(C)c1n[nH]c(=S)n(N)c1=O	-6	-2	4	2	6	-4	3	0	-1
C/C(=N\NS(=O)(=O)c1ccc(Cl)cc1)c1ccc(O)cc1	8	12	-2	-6	6	-5	1	-2	-3
O=C(NCc1ccc2c(c1)OCO2)c1cc2ncc(Br)cn2n1	11	8	0	1	6	-1	6	7	-1
CCOc1ccccc1N(CC(=O)NCc1ccccc1)C(=O)CCC(=O)Nc1cc(C)ccn1	2	-5	1	-6	9	-2	5	1	-1
Cc1ccc2cc(CCNS(=O)(=O)c3ccc(F)cc3)c(=O)[nH]c2c1C	0	4	-5	-1	9	-3	-6	-10	-5
CC(=O)N1CCN(c2ccc(NC(=O)c3ccc(C)c([N+](=O)[O-])c3)cc2)CC1	-3	1	8	-1	2	-4	-5	-4	5
COc1ccc(-c2ccc(SCC(=O)NC3CCCCC3)nn2)cc1OC	5	-1	-7	-2	4	-11	-7	5	1
O=S(=O)(c1cccc(S(=O)(=O)N2CCOCC2)c1)N1CCCCC1	0	3	4	2	6	1	0	6	0
Cc1nn2c3cc(N4CCOCC4)ccc3nc2c2ccccc12	/	/	8	9	/	-2	-2	0	-3
Cc1ccc(C(=O)NC(=S)Nc2cccc(-c3nc4ccccc4s3)c2)cc1	-3	0	0	-2	0	-3	2	-6	-2
COc1ccc(N(CC(=O)NC(C)C)C(=O)CCC(=O)Nc2ccccn2)cc1	2	2	0	-1	5	3	-1	-3	3
O=C(Nc1ccc(Cc2ccncc2)cc1)c1ccc([N+](=O)[O-])o1	1	2	-1	5	2	-7	-6	5	-1
CCOc1ccc(NC(=S)N(CCN2CCOCC2)Cc2cc3cc4c(cc3[nH]c2=O)OCCO4)cc1	3	7	4	-1	12	-5	1	8	-1
Cc1cc(C)c(S(=O)(=O)NCC(c2cccnc2)N2CCN(Cc3ccccc3)CC2)c(C)c1 (stereo not drawn)	-3	2	-6	0	5	3	-2	0	-1
CCCCN(CC)C(=O)c1ccc(Cl)c(Cl)c1	0	-3	4	-2	8	-4	14	3	-7
CC1(C)CC(=O)C=C(Nc2cccc(C(F)(F)F)c2)C1	/	/	-5	-1	/	1	16	-10	2
CCOC(=O)C1=C(COC(=O)CCOc2ccc(C)cc2)NC(=O)NC1C (stereo not drawn)	11	5	3	1	4	-1	13	-3	-1
O=C(CSc1nnc(CNc2ccc(F)cc2)o1)N1CCCc2ccccc21	-1	8	-1	4	4	-3	1	-1	3
COc1cc(NC(=O)COC(=O)CO/N=C(\C)c2ccc3c(c2)OCO3)cc(OC)c1	1	2	12	/	-2	-2	/	4	-1
CC(=O)Nc1ccc(NC(=O)CSc2nccn2Cc2ccccc2)cc1	-2	3	2	-4	7	2	3	-3	2
Cc1ccc(F)cc1NC(=O)N1CCCN(C(=O)OC(C)(C)C)CC1	-6	3	4	1	7	-1	-7	-7	-1
COc1ccc(-c2cc(C(=O)OCC(=O)N(C)C)c3ccccc3n2)cc1	-2	7	1	-2	-6	-4	-2	-2	-3
N#Cc1ccc(OCC(=O)Nc2nc(-c3cccnc3)cs2)cc1	8	-3	6	/	3	-7	/	-2	-7
COc1ccc(CNc2oc(-c3cccc4ccccc34)nc2C#N)cc1	-7	-3	-1	2	2	-5	-8	-5	-10

(continued)
SMILES	PAFAH2 FP inh	PAFAH1B2 inh	pPAFAH FP inh	Fam108B counter	PAFAH1B3 FP inh	PAD4 inh	GSTO1 inh	PME-1 inh	LYPLA1 counter
CC1CCN(C(=O)c2ccc3c(Cl)c4c(nc3c2)CCCC4)CC1	8	0	3	3	-1	2	9	-2	0
CCCn1nnc(NC(=O)c2cc(Br)ccc2OC)n1	0	-7	-2	-3	3	-4	2	-10	-1
O=C(COC(=O)c1cc(Cl)nc(Cl)c1)Nc1ccc(Cl)c(S(=O)(=O)N2CCOCC2)c1	3	4	-2	/	7	-4	/	/	/
O=C(COC(=O)c1cccs1)Nc1ccccc1	77*	-5	8	3	4	0	6	4	-1
Cc1[nH]c2c([N+](=O)[O-])cccc2c1C	-4	11	-1	1	4	0	0	7	3
CCN(CC)S(=O)(=O)c1cc(NC(=O)COC(=O)CCC(=O)c2cccs2)ccc1C	6	8	6	1	12	1	8	0	0
O=C(NCc1ccc(Cl)cc1)C(=O)NCC1CCCN1S(=O)(=O)c1cccs1 (stereo not drawn)	8	22	7	-3	5	-4	-11	5	-1
CCc1ccccc1NC(=O)NC1CC2CCC(C1)N2Cc1cccs1 (stereo not drawn)	-3	-1	0	-1	2	0	14	-8	2
CC1(c2ccccc2)CC(C)(C)N2C(=O)C3(C(C#N)=C(N)Oc4cc(O)ccc43)c3cccc1c32 (stereo not drawn)	-10	-3	-5	-8	-13	-4	-7	-14	-12
CCN=c1sc(C(=O)Nc2ccccc2)c(C)n1CC	-5	1	3	5	5	-2	5	1	3
C[C@@H]1CC=C[C@H]2[C@H]1C(=O)N(Cc1ccccc1)[C@H]2c1ccc(F)c(-c2ccc(N(C)C)cc2)c1	2	2	0	-2	-4	-9	3	-1	-2
CCOC(=O)/C(=N/Nc1ccc(Cl)cc1)S(=O)(=O)c1ccc(Cl)cc1	4	2	-2	7	4	-3	-5	5	4
Cc1ccc(NC(=O)N/C=C/c2ccco2)cc1C	2	0	23	2	-1	-3	13	-4	-5
CCn1cc(C(=O)NCc2cccs2)c(=O)c2ccc(C)nc21	-3	2	4	7	3	0	0	4	-2
Cc1ccc(S(=O)(=O)N(Cc2ccccc2)c2ccccc2C(=O)N2CCCCC2)cc1	-4	5	-1	0	7	-6	4	6	0
O=C(c1ccsc1)N1CCN(C(=O)c2cccs2)CC1	0	-1	-1	-2	5	0	5	-4	-2
C[C@H](CO)N1C[C@H](C)[C@@H](CN(C)Cc2ccc3c(c2)OCO3)Oc2c(NS(=O)(=O)c3cn(C)cn3)cccc2C1=O	-6	5	3	/	10	6	/	/	/
CCN1CCN(CC(=O)Nc2sc3c(c2C#N)CCC3)CC1	4	-3	6	3	1	-2	10	2	-8
c1ccc(C(c2ccccc2)c2noc(CN3CCC(c4ccncc4)CC3)n2)cc1	10	3	2	0	-5	-1	7	-2	1
CN(C(=O)COc1ccc([N+](=O)[O-])cc1)C1CCS(=O)(=O)C1 (stereo not drawn)	/	/	0	4	/	-1	2	-5	1
Cn1c(SCc2cc([N+](=O)[O-])cc3c2OCOC3)nnc1-c1ccccn1	4	3	6	0	3	-5	2	5	8
COc1ccc(N/C(=N/c2nc(C)cc(C)n2)NC(=O)Nc2ccc(Cl)c(Cl)c2)c(OC)c1	1	-1	1	-4	6	-4	-4	11	0
COc1cc([N+](=O)[O-])ccc1NC(=O)CN1CCN(C(=O)c2ccco2)CC1	-4	0	6	2	1	0	6	1	3
CCN(CC)c1ccc(NC(=O)c2cccnc2)cc1	-5	6	4	-1	7	3	7	2	2
O=C(CNC1CCCC1)Nc1ccc(N2CCCCCC2)cc1	3	5	6	0	2	-4	2	5	0

The list goes on.
SMILES	PAFAH2 FP inh	PAFAH1B2 inh	pPAFAH FP inh	Fam108B counter	PAFAH1B3 FP inh	PAD4 inh	GSTO1 inh	PME-1 inh	LYPLA1 counter
CCOc1ccc(-c2c(=O)n(OCc3ccc([N+](=O)[O-])cc3)c3ccccc3[n+]2[O-])c(OCC)c1	0	0	-4	-2	4	1	-2	0	0
COc1ccc(C(=O)CC(c2ccccc2)C2CCCCC2=O)cc1 (stereo not drawn)	2	5	-3	-1	-2	-2	-5	1	-1
O=C(c1ccc(Cl)cc1)[C@@H]1[C@@H]2C(=O)N(c3ccccc3)C(=O)[C@@H]2C2c3ccccc3C=NN21 (stereo partly drawn)	-9	-3	1	-1	9	-36	0	-1	-3
COc1cccc(N(C(=O)c2snc(C(N)=O)c2N)C(C(=O)NCC2CCCO2)c2ccc(C)o2)c1 (stereo not drawn)	2	8	5	0	7	0	0	-1	2
COc1ccc(S(=O)(=O)N2CCN(C(=O)c3sccc3-c3ccccc3)CC2)cc1	1	9	4	2	3	-1	-4	6	0
CCC(=O)N(Cc1c(C)nn(-c2ccccc2)c1Cl)c1ccc(Cl)cc1	-9	24*	7	-2	9	1	5	2	-1
Cc1ccc(N(CCC#N)C(=O)COC(=O)c2cc(C)no2)cc1	7	6	-2	1	-4	-1	-2	-1	1
Cc1cccc(N2CCN(C(=O)CCC(=O)N3CC(C)Oc4ccc(C)cc43)CC2C)c1 (stereo not drawn)	5	6	4	-3	-7	1	6	3	-1
Cc1ccc(Cc2cnc(NC(=O)C3=NCCN3)s2)cc1	/	/	-2	5	/	4	12	-2	1
Cc1cc(=O)[nH]c(SCC(=O)NCCC2=CCCCC2)n1	2	4	-1	-1	0	1	3	-8	5
Cc1cc(S(=O)(=O)n2cnc3cc([N+](=O)[O-])ccc32)ccc1Cl	0	2	0	4	7	-4	-2	0	1
CNC(=S)NNC(=O)c1ccc2c(c1)OCO2	8	4	-1	-2	10	-4	-6	2	6
Cc1ccc(NC(=O)CSCC(=O)OCc2cc(=O)oc3cc(O)ccc23)c(C)c1	4	-2	3	-3	0	0	0	0	1
Cc1cc2c(cc1S(=O)(=O)N1CCN(c3ccccc3)CC1)OCCN2C	1	-2	-3	-3	3	6	2	-1	-1
COCCN(C)Cc1nc(C(c2ccccc2)c2ccccc2)no1	1	7	2	5	0	-3	7	1	2
O=C1Nc2ccc(S(=O)(=O)N3CCCCCC3)c3cccc1c23	4	6	4	0	2	-3	-31	-4	-3
NC(=O)c1ccc(NC(=O)c2ccccc2S(=O)(=O)c2ccccc2[N+](=O)[O-])cc1	4	4	1	3	2	-6	6	-4	4
O=C(c1ccccc1)c1cccs1	0	3	5	-2	4	-1	3	4	2
CCOC(=O)c1c(/N=C/N(C)C)sc2c1CCC2	1	2	7	-1	3	-2	-7	8	0
CC(C)c1nnc(N2C(=O)c3oc4ccccc4c(=O)c3C2c2ccco2)s1 (stereo not drawn)	-6	-3	3	-6	-5	-2	3	0	-1
Oc1c(Br)cc(C2N=C(c3ccccc3)NO2)cc1Br (stereo not drawn)	1	6	22	6	5	-13	14	8	5
COc1ccc([C@@H]2CC=C(C(=O)O)[C@H](c3ccc(Br)cc3)N2S(=O)(=O)c2ccc(C)cc2)cc1OC	3	18	6	/	10	-2	/	/	/
COc1ccc(Nc2nc(N)nc(SCc3nnc(C)s3)n2)cc1	6	1	2	-1	1	-1	-2	-3	2
CCC(C)NC(=O)c1cc2cc3ccc(OC)cc3nc2s1 (stereo not drawn)	-12	0	0	1	10	-2	-14	-11	-2
Brc1ccccc1CN1CCC(N2CCCCC2)CC1	1	2	-1	2	-4	-3	2	5	1

Bioassay records (PubChem)
